Source: PubChem
ERK EGF block: qHTS Assay for Inhibitors of the ERK Signaling Pathway using a Homogeneous Screening Assay; Stimulation with EGF; actives 0.41% (n = 130,000); HEK293-V1b, EGF-stimulated phospho-ERK AlphaScreen; Potency, µM (doses to about 11.5 µM), without a hit: at the highest dose activity change, negative = inhibition, hits mostly inhibitors; AID 1454, 2008; active means well fitted inhibition curve with a large enough effect; inconclusive means small, poorly fitted or top-dose-only effect, or effect the other way;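 further: plate controls were stimulated vehicle wells for no effect and unstimulated vehicle basal for full effect; nearly all actives have a fitted effect of over 55% in size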
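Readout: AlphaScreen signal for phosphorylated ERK in lysed HEK293 cells stably expressing V1b. Stimulus 25 nM EGF, 5 min, following 30 min compound exposure. Data scaled to DMSO basal and full EGF activation.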
The depositor's hits bear a star; ? = inconclusive; [ ] = dose if it differs, or a comment. Potency means the concentration at half of the fitted maximal effect.

ERK EGF block	molecule
2.6%	CN(C)S(=O)(=O)c1ccc(NC(=O)Cc2ccc(S(=O)(=O)N3CCOCC3)s2)cc1
-5.3%	COCCNC(=S)Nc1ccc(Cl)c(Cl)c1
18.4%	COc1cc(C(=O)Nc2nc(C)c(Cc3ccc4c(c3)OCO4)s2)cc(OC)c1OC
-2.6%	CCN(CC)CC(C)OC(=O)c1ccccc1Cl (stereo not drawn)
1.8%	Cc1cc(C)c(NC(=O)COC(=O)Cc2ccsc2)c(C)c1
4.4%	Cc1cc(C)n2c(SCc3c(C)noc3C)nnc2n1
1.0%	O=C(NC(=S)Nc1nc(-c2ccccc2)cs1)c1cccnc1
10.0%	COc1cccc(CN2CCN(c3cccc(C(F)(F)F)c3)CC2)c1OC
6.5%	COC1(C2=NCCN2)COc2ccccc2O1 (stereo not drawn)
10.0%	Cc1ccc(/C=N/NC(=O)c2nc3nc(C)cc(C)n3n2)cc1

As a working copy, part of the list above:
ERK EGF block	molecule
1.0%	O=C(NC(=S)Nc1nc(-c2ccccc2)cs1)c1cccnc1
10.0%	COc1cccc(CN2CCN(c3cccc(C(F)(F)F)c3)CC2)c1OC
6.5%	COC1(C2=NCCN2)COc2ccccc2O1 (stereo not drawn)
10.0%	Cc1ccc(/C=N/NC(=O)c2nc3nc(C)cc(C)n3n2)cc1

(continued)
ERK EGF block	molecule
-2.6%	Cc1cc(C)c2c(=O)n(CC(=O)N3CCC(Cc4ccccc4)CC3)sc2n1
0.6%[57.5 µM]	Cc1cccc(N2CN=C3SCC(=O)N3C2)c1
-5.2%	O=C(O)CCn1c(=S)oc2ccccc21
17.3%	COCCN(C(=S)Nc1ccc(OC)cc1)C1CCN(C(C)C)CC1
6.8%	COc1ccc(C)cc1NC(=O)C(Sc1nnc2ccccn12)c1ccccc1 (stereo not drawn)
-7.3%	O=C(CSc1nncs1)NCc1ccc(F)cc1
-8.6%	CS(=O)(=O)Nc1nnc(SCC(=O)Nc2cccc([N+](=O)[O-])c2)s1
0.1%	CC(c1nc2ccccc2o1)N1C(=O)c2ccccc2C1=O (stereo not drawn)
-1.4%	COc1ccc(N(C)S(=O)(=O)c2cccc(C(=O)Nc3ccc4c(c3)OCCO4)c2)cc1
5.2%	O=C(CCSCc1ccc(Cl)cc1)NCCc1ccccc1
9.1%	Cc1ccc(C(=O)N2CCCC(c3ccc(Cl)cc3)=N2)cc1
-1.6%	O=C(/C=C\c1ccco1)Nc1cc([N+](=O)[O-])ccc1F
7.5%[57.5 µM]	Cc1cc(C)nc(Oc2ccc(Br)cc2)n1
1.8%	Cc1ccc(S(=O)(=O)N(C)C)cc1NC(=O)COC(=O)c1ccc(Cl)cc1
5.8%	O=C(Cc1ccccc1)Nc1nnc(SCC(=O)NC2CCCC2)s1
-9.6%	CC(=O)Nc1cccc(-c2csc(NCc3ccccc3)n2)c1
-0.7%	CSc1cccc(NC(=S)N(CCC(C)C)C2CCN(C(C)C)CC2)c1
-9.0%	Cc1cc(N2CCN(C)CC2)nc2ccc(NC(=S)N3CCC4(CC3)OCCO4)cc12
-7.7%	COC(=O)C(C(=O)OC)C(C(=O)OC)C(C(=O)OC)C(=O)OC
10.9%	O=C(Nc1ccccc1Cl)c1ccc(S(=O)(=O)N2CCOCC2)cc1
-8.4%	COc1cc(CNc2cccc(C(=O)O)c2)cc(Br)c1OCC(=O)NC(C)(C)C
-1.6%[57.5 µM]	O=C1CC(Cc2ccccc2)C(=O)N1c1ccccn1 (stereo not drawn)
-3.7%	Cc1cc(NC(=O)CCC(=O)N(Cc2ccco2)C(C(=O)NC2CCCCC2)c2ccccc2)no1 (stereo not drawn)
-5.0%	Cc1ccc(Nc2nc(N)nc(-c3oc4ccccc4c3C)n2)cc1
-10.3%	O=C(O)c1cc2c(cc1Br)OCCCO2
-7.0%	CCn1cc(Br)c(C(=O)Nc2ccc(Cl)c(Cl)c2)n1
-8.1%[57.5 µM]	O=C(Nc1ccccc1)C1=C[C@@H](c2ccc(C(F)(F)F)cc2)C[C@@H](OCc2ccc(CO)cc2)O1
-8.0%	COc1ccc(/C=C/C(=O)NC(=S)Nc2ccc(S(=O)(=O)Nc3ccc(OC)nn3)cc2)cc1
2.4%	O=C(O)c1cccc(N2C(=O)C3C4C=CC(C4=C(c4ccccc4)c4ccccc4)C3C2=O)c1 (stereo not drawn)
3.7%	COc1ccc(-c2[nH]ncc2C=O)cc1
-6.8%[57.5 µM]	O=C(Nc1ccc(NC(=O)c2ccccc2O)cc1)Nc1ccc(F)cc1F
-1.5%[57.5 µM]	Cc1ccc2cc(CCl)c(Cl)nc2c1
-2.8%	CNC(=O)/C(C#N)=C\c1cc(C)n(-c2ccc(N3CCOCC3)cc2)c1C
3.9%	COc1cc(/C=C2\SC(=N)N(c3ccc4c(c3)OCO4)C2=O)cc(OC)c1O
-4.9%[57.5 µM]	CC1(C)CC2(CCO1)OC(=O)CC2C(=O)Nc1ccc(Cl)cc1[N+](=O)[O-] (stereo not drawn)
-6.5%[57.5 µM]	Cc1ccc(C(C)C)c(OCC(=O)N/N=C/c2cccn2C)c1
7.9%[57.5 µM]	CCCCCCNC(=O)N1C/C=C\C(c2ccc(OC)cc2)N(Cc2ccc(F)cc2)C(=O)C1 (stereo not drawn)
-7.8%	CC(=O)Nc1ccc(NC(=O)CNC(=O)COc2ccccc2)cc1
-0.4%	COC(=O)c1ccc(NC(=O)C2CCCN2S(=O)(=O)c2ccc(C)cc2)cc1 (stereo not drawn)
-13.4%	COc1c(C)cc(C(=O)C2CCCN(C(=O)c3cc(C)nc(C)n3)C2)cc1C (stereo not drawn)
7.5%[57.5 µM]	CCCN(CCC)C(=O)Nc1cc(Cl)ccc1OC
?	Cc1cc(Cl)ccc1NC(=O)/C=N/O
-1.9%	O=C(NCCCN1CCCC1=O)c1cc(-c2cccnc2)nc2ccc(Cl)cc12
-6.1%	O=C(Cc1ccccc1)N/N=C/c1ccccc1F
-5.1%	COc1ccc(C(=O)N2CCC[C@@]3(CCN(c4ccncc4)C3)C2)cc1
4.8%	Cc1cccc(NC(=O)COC(=O)c2ccccc2-c2nc3ccccc3s2)c1C
-5.4%[57.5 µM]	COCC(=O)Nc1cc(C)c2c(=O)oc3ccccc3c2n1
2.2%[57.5 µM]	Cc1cc(=O)oc(C)c1C(=O)Nc1cccc(F)c1
-4.8%[57.5 µM]	C=CCc1cccc2cc(C(=O)Nc3ccc(CC(=O)O)cc3)c(=O)oc12
5.7%	CC(c1cccs1)N(C)Cc1nc(CCc2ccccc2)no1 (stereo not drawn)

Later entries.
ERK EGF block	molecule
-4.9%[57.5 µM]	C=CCN(c1ccccc1)S(=O)(=O)c1cccc(C(=O)OCC(=O)NCCOC)c1
-3.9%	CC(=O)c1cccc(Nc2nc(-c3ccccc3)cs2)c1
-7.2%	O=C(c1cc(-c2ccc(F)cc2)on1)N1CCCc2ccccc21
-3.4%	Cc1nc2ccccn2c1C(=O)NCC(C)C
-5.4%[57.5 µM]	CCN1CCc2nc3ccccc3c(C(=O)Nc3ccc(F)cc3)c2C1
-0.7%	CC(=O)N(CC(=O)Nc1sc(C)c(C)c1C(N)=O)Cc1ccccc1
33.9%	Cc1cc(Br)c(NC(=O)CN(C)CCOc2ccccc2)c(Br)c1
-6.0%	O=C(O)/C=C/C(=O)N1CCN(S(=O)(=O)c2cccc(C(F)(F)F)c2)CC1
14.2%[57.5 µM]	CN(C)c1ccc(P(=O)(COc2ccc([N+](=O)[O-])cc2)c2ccc(N(C)C)cc2)cc1
-16.0%	CCOC(=O)c1c[nH]c2nc(C)ccc2c1=O
-0.8%	CSc1cccc(NC(=S)N2CCC(N(C)C(C)C)CC2)c1
-6.7%	CCn1ncc(Br)c1C(=O)Nc1ncc(C)s1
0.2%	CN(C)C(=O)c1ccc(Cl)cc1[N+](=O)[O-]
9.6%[57.5 µM]	Cc1ccc(-c2csc3ncnc(Nc4ccc(C(=O)O)cc4)c23)cc1
0.2%[57.5 µM]	COc1ccc(C(=O)OCC(=O)NC2CC2)cc1S(=O)(=O)N1CCOCC1
-5.1%	O=C(NNc1nc(N2CCOCC2)nc(N2CCOCC2)n1)Nc1ccc(Cl)cc1
?	CNC(=O)c1ccsc1NC(=O)c1sc2ccccc2c1Cl
?	Cc1cccc(Nc2nc(N)c([N+](=O)[O-])c(N3CCC(C)CC3)n2)c1
-7.0%[57.5 µM]	O=C1/C(=C/c2ccc(F)cc2)SC(=S)N1N1CCOCC1
-1.6%	O=[N+]([O-])c1ccc(C[n+]2cccc3ccccc32)cc1
0.8%	COc1ccc(C(=O)NC(=S)Nc2cccnc2)cc1OC
-8.4%	O=C(Nc1ccc(NC(=O)c2cccs2)c(Cl)c1)c1ccco1
-7.1%[57.5 µM]	Cc1ccc(C(=O)Nc2cccc(C(F)(F)F)c2)cc1Nc1ccccn1
2.2%	CC(C)NC(=O)NC(=O)CSc1ccccc1F
4.8%	C=CCS(=O)(=O)c1cccc2cccnc12
-7.9%[57.5 µM]	O=C(O)CCn1cnc2ccccc2c1=O
?	CCCC(=O)OCCNc1cc(Sc2nc3ccccc3[nH]2)c2nonc2c1[N+](=O)[O-]
9.5%	Cc1ccc(OCc2ccc(C(=O)O)o2)c([N+](=O)[O-])c1
1.5%[57.5 µM]	CCOC(=O)Cc1cc(=O)c2cc(C)ccc2[nH]1
-2.6%	Cc1ccc(/C=C/C(=O)N2CCCC(C)C2)cc1 (stereo not drawn)
-19.6%	C=C(C)C(=O)/C=C/c1ccc(Br)cc1
-4.1%	CC(C)c1ccc(NC(=O)C(c2ccccc2)N(C)C(=O)c2cnccn2)cc1 (stereo not drawn)
-2.6%	O=C(O)c1ccc2nc(-c3ccccc3)c(-c3ccccc3)nc2c1
2.5%	Clc1nnc(NN=C2CCCC2)c2ccccc12
-3.1%	O=C(C1CCN(S(=O)(=O)c2cccs2)CC1)N(c1ccccn1)C1CCCCC1
4.5%	Oc1ccc(O)c(Cc2nc3ccccc3s2)c1
2.6%	O=C(Nc1ncn[nH]1)c1ccc(Cl)c(S(=O)(=O)Nc2ccc(Cl)cc2)c1
8.6%	Nn1c(-c2ccccc2)nc2ccccc2c1=O
1.6%[57.5 µM]	COc1ccc(S(=O)(=O)Nc2ccc3c(c2)CCC3)cc1
3.3%	COc1ccc(NC(=O)Nc2cc(F)ccc2C)cc1

Structural class: those above with a furan ring, fused or not
ERK EGF block	molecule
-1.6%	O=C(/C=C\c1ccco1)Nc1cc([N+](=O)[O-])ccc1F
-3.7%	Cc1cc(NC(=O)CCC(=O)N(Cc2ccco2)C(C(=O)NC2CCCCC2)c2ccccc2)no1 (stereo not drawn)
-5.0%	Cc1ccc(Nc2nc(N)nc(-c3oc4ccccc4c3C)n2)cc1
-8.4%	O=C(Nc1ccc(NC(=O)c2cccs2)c(Cl)c1)c1ccco1
9.5%	Cc1ccc(OCc2ccc(C(=O)O)o2)c([N+](=O)[O-])c1

New compounds follow
ERK EGF block	molecule
-14.2%	CSc1ccccc1C(=O)Nc1cccc([N+](=O)[O-])c1
-7.1%	Cc1cccc(CSc2ccc3nnc(-c4cccs4)n3n2)c1
2.0%	Cc1ccc(S(=O)(=O)NCCCCCC(=O)Nc2cccc(C)c2)cc1
-9.1%	CCOC(=O)c1ccc(NC(=S)N2CCCC(C(=O)OCC)C2)cc1 (stereo not drawn)
?	O=C(CCc1nc2ccccc2[nH]1)N1CCc2ccccc2C1
-8.1%[57.5 µM]	CCCCCCOC(=O)c1ccc(N)cc1
8.91µM*	COc1ccc(N2CCC(CNC(=S)Nc3c(C)cc(C)cc3C)C2)cc1 (stereo not drawn)
7.9%	COc1cccc(/C=C2\SC(=S)N(NC(=O)c3ccncc3)C2=O)c1
0.0%	CC/C(=C/c1sc2ccccc2[n+]1CC)SC
3.2%	Cc1cccc(C(=O)OCC(=O)NCCCc2ccccc2)c1
2.1%	COCCN1Cc2cc3cc(C)ccc3nc2SC1=Nc1cccc(OC)c1
4.5%	O=C(NCCc1c[nH]c2ccccc12)C(=O)NCC(c1ccco1)N1CCN(c2ccc(F)cc2)CC1 (stereo not drawn)
-0.2%	CCc1nc(SCC(=O)O)c(C#N)c2c1CCCC2
-15.2%	CCCNC(=O)C1CCN(S(=O)(=O)c2cccc3nonc23)CC1
?	O=c1oc2ccccc2cc1-c1csc(NN=C2CCCC2)n1
-0.7%	Cc1cc(C(=O)COC(=O)C23CC4CC(CC(O)(C4)C2)C3)c(C)n1-c1c(C)n(C)n(-c2ccccc2)c1=O
-6.2%	CCCn1nc(Oc2nc(NC(C)C)nc(N(C)C)n2)ccc1=O
1.3%	Cc1cc(C(=O)N/N=C/c2ccc(-c3cccc(Cl)c3Cl)o2)n[nH]1
-1.1%	Cn1c(N)c(C(=O)COC(=O)CNS(=O)(=O)c2cccc(Cl)c2)c(=O)n(C)c1=O
8.0%	COc1cccc(CN(C)c2nc(-c3cccs3)nc3ccccc23)c1

Exported with each value named: entries from further up.
SMILES: Cn1c(N)c(C(=O)COC(=O)CNS(=O)(=O)c2cccc(Cl)c2)c(=O)n(C)c1=O
  ERK EGF block: -1.1%

SMILES: COc1cccc(CN(C)c2nc(-c3cccs3)nc3ccccc23)c1
  ERK EGF block: 8.0%

Next section:
ERK EGF block	molecule
?	N#Cc1c(Cl)nsc1NN
-2.6%[57.5 µM]	NC(=O)c1ccccc1O
-3.2%	O=C(NCCC1=CCCCC1)C(=O)c1c[nH]c2ccccc12
7.9%	Cc1cc(NC(=O)CSc2nc3cc(Cl)ccc3c(=O)n2Cc2ccco2)no1
4.9%	COc1ccc(C(=O)COC(=O)C2CCC(=O)N2)cc1 (stereo not drawn)
-12.2%[57.5 µM]	Cc1ccc(-n2nc(C)c(=O)c(-c3ccccc3)c2NC(=O)C(C)C)cc1

These rows are one share of the data. The share of hits here may be higher or lower than overall.
